High-throughput results (PubChem BioAssay)
EBV LMP1 NFkB: Epstein-Barr LMP1 NF-kappaB reporter inhibition; LMP1-induced NF-kappaB luciferase reporter cells, luminescence; inhibition, % at 12.5 µM; 350,000 compounds, 0.69% hits; in the data active means inhibition above about 41%;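 further: 0% = neutral control wells and 100% = reference inhibitor control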
NR5A2 inv ag: inverse agonists of human LRH-1 (NR5A2); inhibition, % at 3.6 µM; HEK293T StAR-luciferase reporter, LRH-1 transfected, 24 h; 360,000 compounds, 0.13% hits; AID 602396;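 active means inhibition above the mean inhibition of all tested compounds plus 3 SD, cut at about 73% in these data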;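 further: 0% = DMSO wells and 100% = reporter-only cells lacking LRH-1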
Target sequence (O00482 whole entry, looked up): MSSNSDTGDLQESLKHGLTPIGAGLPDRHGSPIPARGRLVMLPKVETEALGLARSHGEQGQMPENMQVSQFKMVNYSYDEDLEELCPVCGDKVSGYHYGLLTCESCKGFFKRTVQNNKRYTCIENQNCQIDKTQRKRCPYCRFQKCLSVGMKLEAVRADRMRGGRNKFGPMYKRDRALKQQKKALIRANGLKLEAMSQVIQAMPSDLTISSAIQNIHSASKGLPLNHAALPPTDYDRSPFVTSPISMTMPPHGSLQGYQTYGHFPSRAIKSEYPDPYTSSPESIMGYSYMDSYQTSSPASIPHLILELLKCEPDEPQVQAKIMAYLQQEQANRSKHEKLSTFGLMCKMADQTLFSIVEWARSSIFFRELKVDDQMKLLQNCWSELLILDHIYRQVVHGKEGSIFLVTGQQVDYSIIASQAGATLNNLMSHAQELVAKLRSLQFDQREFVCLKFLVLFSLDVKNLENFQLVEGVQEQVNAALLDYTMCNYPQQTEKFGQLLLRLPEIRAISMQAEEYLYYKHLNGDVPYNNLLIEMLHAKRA
NCOA1 inh: inhibits human SRC1 coactivator | inhibition, % at 3.6 µM | Q15788 | 360,000 compounds, 0.12% hits | HEK293 GAL4-SRC1 luciferase reporter, luminescence;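 active means inhibition above the campaign mean plus 3 SD, with each screening campaign given its own cutoff, cut at about 60% in these data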;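 further: 0% = DMSO treated cells and 100% = gossypol at 36 µM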
NOD2 RIPK2 PPI: blocks binding of human NOD2 to RIPK2; inhibition, % at 4.98 µM; CHO BLA complementation NOD2-RIPK2, CCF4 ratio; AID 624267; O43353; 360,000 compounds, 0.38% hits; in the data active means inhibition above about 21%;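 further: 0% = vehicle only and 100% = reference blocker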
COUP-TFII inh: inhibitors of human COUP-TFII (NR2F2); 370,000 compounds, 0.7% hits; HEK293T NGFI-A luciferase reporter, luminescence; P24468; inhibition, % at 8.6 µM;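 active means inhibition above a per-plate cutoff, mean inhibition of test wells between control levels plus 3 SD, cut at about 38% in these data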;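 further: cells cotransfected with COUP-TFII expression vector driving the NGFI-A reporter; 0% = median of COUP-TF2 test wells and 100% = reporter-only cells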
Target sequence (P24468 whole entry, looked up): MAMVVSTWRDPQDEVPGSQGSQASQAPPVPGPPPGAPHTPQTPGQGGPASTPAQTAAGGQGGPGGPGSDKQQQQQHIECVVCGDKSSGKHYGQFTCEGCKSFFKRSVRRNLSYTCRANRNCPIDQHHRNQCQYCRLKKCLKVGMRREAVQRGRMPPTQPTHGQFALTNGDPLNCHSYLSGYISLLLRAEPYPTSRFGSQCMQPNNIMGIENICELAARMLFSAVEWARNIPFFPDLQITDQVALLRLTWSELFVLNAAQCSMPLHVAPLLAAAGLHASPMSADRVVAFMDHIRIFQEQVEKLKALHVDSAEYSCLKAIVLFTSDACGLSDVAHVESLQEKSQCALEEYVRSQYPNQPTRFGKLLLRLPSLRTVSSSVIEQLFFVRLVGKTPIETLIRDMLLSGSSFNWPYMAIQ
NCOA3 inh: human NCOA3 inhibition | inhibition, % at 3.6 µM | Q9Y6Q9 | HEK293 GAL4-SRC3 luciferase reporter, luminescence | 360,000 compounds, 0.17% hits;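 active means inhibition above a per-campaign cutoff, the mean of all compounds plus 3 SD, cut at about 60% in these data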;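 further: 0% = DMSO-treated cells and 100% = gossypol-treated cells at 36 µM; higher means less SRC3-driven luciferase light from the GAL4 reporter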
TRAIL sens C8: sensitizes caspase-8 expressing cells to TRAIL; NB7+C8 cells + TRAIL, ATPlite viability luminescence; 360,000 compounds, 1% hits; inhibition (viability loss, TRAIL sensitization), % at 10 µM;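 active means compounds causing at least 50% loss of cell viability in the single-dose screen, relative to plate controls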
TLR9-MyD88 inh: blocks human TLR9 binding to MyD88; inhibition, % at 4.98 µM; Q9NR96+Q99836; 340,000 compounds, 0.21% hits; CHO BLA complementation TLR9-MyD88, CCF4 FRET ratio; AID 504734;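 active means inhibition above the mean over all tested compounds plus 3 SD, cut at about 21% in these data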;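 further: 0% = DMSO only wells and 100% = clavulanate BLA inhibitor control wells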
TWEAK Fn14 block: blocks TWEAK-Fn14 interaction in a reporter cell assay | TWEAK-stimulated Fn14 reporter cells, luciferase luminescence, 8 h | inhibition, % at 10 µM | 360,000 compounds, 2% hits; in the data active means inhibition above about 50%
TROY signal inh: TROY signaling inhibition; inhibition, % at 10 µM; Q293 LMP1-TROYcd NF-kB luciferase reporter, 4 h; 360,000 compounds, 0.98% hits;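 active means compounds whose plate-normalised and pattern-corrected inhibition of the luciferase reporter signal at the single screening dose is 50% or more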
NCOA2 inhibitor: human SRC2 (NCOA2) inhibition. Q15596. HEK293 GAL4-SRC2 luciferase reporter, luminescence. inhibition, % at 9 µM. 370,000 compounds, 0.17% hits;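 active means inhibition above the mean inhibition of all tested compounds plus 3 SD, set per campaign, cut at about 52% in these data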;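 further: 0% = DMSO treated cells and 100% = cells given Gossypol at 36 µM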
Numbers without * were called inactive; / = no result given; & = joins results of further samples. Some of the compounds tested. The share of hits here may be higher or lower than overall.

SMILES	EBV LMP1 NFkB	NR5A2 inv ag	NCOA1 inh	NOD2 RIPK2 PPI	COUP-TFII inh	NCOA3 inh	TRAIL sens C8	TLR9-MyD88 inh	TWEAK Fn14 block	TROY signal inh	NCOA2 inhibitor
Cc1cccc(NC(=O)[C@@H](NC(=O)N2C[C@H]3C[C@@H](C2)c2cccc(=O)n2C3)C(C)C)c1	0	15	-12	1	1	19	-1	-24	-9	-3	5
COc1ccc(-n2c(O)c(C(C)=NCc3ccc4c(c3)OCO4)c(=O)[nH]c2=O)cc1	5	-7	6	-4	8	13	-2	3	2	-9	8
Nc1nnc(P(c2ccccc2)c2ccccc2)s1	12	0	5	-7	6	5	-4	2	2	13	8
OC(CN1CCCCC1)c1c[nH]c2ccccc12 (stereo not given)	0	13	-2	15	-1	-8	-4	-2	6	-15	-12
CN1C(=O)C(Cc2cccs2)C(=O)N(C)C1=O	0	-18	-10	-6	14	2	11	-11	1	1	4
C=CCn1c(O)c(C(CC)=NCc2cc(OC)cc(OC)c2)c(=O)[nH]c1=O	18	23	12	-13	4	24	50*	4	12	-29	7
O=C1NC(=O)C(=Cc2csc3ccccc23)C(=O)N1	-1	12	-1	8	-3	-11	-31	-2	18	-8	-28
O=[N+]([O-])c1ccc(C2C3C(c4ccccc4)=NC4(CCCC4)N32)cc1 (stereo not given)	1	2	-2	-1	-6	0	5	-2	2	-1	-13
CN1CC(C(=O)c2cccs2)C(c2ccc(Cl)cc2)C1 (stereo not given)	-4	8	6	-13	-13	-9	4	-8	-3	-3	7
Ic1ccccc1CN[C@@H]1C2CCN(CC2)[C@@H]1C(c1ccccc1)c1ccccc1	-17	2	7	-13	-3	-1	29	-20	-27	-9	-25
CCN(CC)S(=O)(=O)c1ccc(C(=O)NC2CN3CCC2CC3)cc1 (stereo not given)	/	-19	8	-6	7	8	3	-4	9	2	5
O=C1NC(=O)C(CCc2ccncc2)(CCc2ccncc2)C(=O)N1C1CCCCC1	-4	-19	4	-9	1	0	-2	-7	3	-1	-10
CCC1CN1P(=S)(N1CC1CC)N1CC1CC (stereo not given)	5	9	-6	-8	-13	20	-9	2	9	5	18
N=c1c[n+](CC23CC4CC(CC(C4)C2)C3)[n-]o1	-12	-1	-8	0	-2	-10	-1	6	8	8	3
Cc1ccc2c(c1)c(=O)c1c3n2CCN(CC#N)C3CC1 (stereo not given)	-12	-9	-63	2	8	-3	3	-2	2	4	-9
COc1cc(C(=O)N2Cc3ccc(Br)cc3-n3nncc3C2)cc(OC)c1OC	/	19	8	-6	8	-20	-24	/	0	-1	9
Oc1c(Br)cc(Br)cc1CN1CCN(Cc2ccccc2)CC1	4	-12	3	2	-3	7	-3	3	4	9	-3
O=C(c1ccc(Cl)cc1)C1CCCN(Cc2ccon2)C1 (stereo not given)	-1	10	5	-9	-13	7	-6	-5	-8	12	8
COC(=O)CC1=C(C(=O)OC)C2(C(=O)Nc3c(C)cccc32)C(C#N)=C(N)O1 (stereo not given)	5	13	10	3	-9	10	10	-1	17	8	8
CN1CCc2nc3ccc(F)cc3c(C(N)=O)c2C1	3	4	-5	0	-10	18	7	3	-9	3	4
CCOC(=O)c1cccc(C2=C(CNC(=O)c3ccncc3)[C@H]3CC[C@@H](C2)N3Cc2ccccc2)c1	-33	-12	-9	-12	20	-18	0	-14	1	-20	-43
O=C(O)c1ccc(Cl)nc1	1	5	6	-2	-1	17	-5	5	0	-8	2
Cc1cc2c(s1)NC(=O)CN=C2c1cccs1	0	1	12	2	5	15	6	2	2	1	19
O=[N+]([O-])NC1=NCCN1Cc1ccc(Cl)nc1	-3	5	-13	-4	0	-3	12	-6	-5	9	-6
Cc1nn(Cc2ccccc2)c(C)c1C(=O)OCC(=O)NCc1ccco1	-3	-22	-5	-2	-10	-8	-1	1	-15	15	-6

New compounds follow:
SMILES	EBV LMP1 NFkB	NR5A2 inv ag	NCOA1 inh	NOD2 RIPK2 PPI	COUP-TFII inh	NCOA3 inh	TRAIL sens C8	TLR9-MyD88 inh	TWEAK Fn14 block	TROY signal inh	NCOA2 inhibitor
C=Cn1c(P(=S)(N2CCOCC2)N2CCOCC2)cc2c1CCCC2	0	2	5	-13	-1	-23	-4	-15	15	-4	11
CC(C)c1ccc(NC(=O)N2C[C@H]3C[C@@H](C2)c2cccc(=O)n2C3)cc1	-1	0	-2	-1	-6	26	-4	-1	8	6	-2
COc1ccccc1N1CCN(C2CCCN(C(=O)COc3ccccc3Cl)C2)CC1 (stereo not given)	-1	4	6	4	5	-26	-3	-8	2	18	-7
Cc1ccc(-c2nc3ccccc3c(=O)n2-c2cccc(C)n2)cc1	-8	-13	2	-7	8	5	19	/	6	-42	3
c1ccc(CNCCc2ccc3c(c2)OCO3)nc1	-1	7	-3	5	-7	20	7	-18	-10	-4	4
CCOc1nc(NC(C)C)nc(N2CC3CC(C2)c2cccc(=O)n2C3)n1 (stereo not given)	7	14	4	-19	-6	13	2	-5	-9	1	-4
CCOC(=O)C1(CCCc2ccccc2)CCN(C2CCCC2)CC1	4	11	9	-6	-5	-26	8	11	2	-1	-1
CC(C)C1(C)N=C(c2nc3ccccc3cc2C(=O)O)NC1=O (stereo not given)	3	2	6	-12	-2	9	-8	4	0	1	-6
O=C1NC(=O)N(c2ccc(F)cc2)C(=O)/C1=C/c1ccc2c(c1)CCCN2Cc1ccccc1	6	38	-15	11	5	16	19	-1	19	1	11
CCN(CCO)c1ccc(N=Cc2c(O)n(C)c(=S)[nH]c2=O)cc1	/	18	-24	-8	10	-22	8	/	10	11	-32
Cn1cnnc1Sc1cc(N2CCNCC2)ccc1[N+](=O)[O-]	1	-3	3	-7	-25	17	2	2	4	8	-1
CCOc1ccc([N+](=O)[O-])cc1CNCCc1ccccc1	2	9	-10	3	-5	3	12	3	1	12	-21
Cc1ccc2[nH]c3c(c2c1)CN(C(=O)CN1C[C@H]2C[C@@H](C1)c1cccc(=O)n1C2)CC3	-6	19	-6	7	-32	13	-13	-4	10	0	0
c1cc2c(cc1[C@H]1OC[C@H]3[C@@H]1CO[C@H]3c1ccc3c(c1)OCO3)OCO2	-6	-22	-3	-1	-11	-13	-9	-3	-12	-13	-30
COc1ccc(-c2nc3ccccc3c(=O)n2-c2ccc(OC)cc2)cc1	-1	18	9	-11	1	10	-14	-15	15	10	7
Cc1ccc(CCN2CC(C(=O)N3CCC4(CC3)OCCO4)CC2=O)cc1 (stereo not given)	0	6	-14	4	3	0	-12	-3	4	7	-8
CCCCn1c(O)c(/C(CC)=N/N2CCCCC2c2cccnc2)c(=O)[nH]c1=S (stereo not given)	4	-3	6	1	-3	6	13	-2	7	8	25
COCc1cc(OC(=O)N(C)C)nc2c1c(C)nn2C	3	12	5	2	9	19	-1	2	-10	57*	5
CCN1CCN(Cc2ccc(OC(F)(F)F)cc2)CC1	-3	-58	-2	-7	9	6	4	0	-9	10	-7
COc1cc(C2c3cc4c(cc3CC3COC(=O)C32)OCO4)cc(OC)c1OC (stereo not given)	13	30	15	-8	-56	26	11	1	-2	3	24
O=c1[nH]c(=S)[nH]c(O)c1N=Nc1ccc(SC(F)F)cc1	21	-60	-86	-8	-31	-20	18	-1	58*	18	-7
COC(=O)c1cc2c(s1)=NC=NP=2(N1CCOCC1)N1CCOCC1	-8&1	-14&13	8&5	-3&-2	9&-5	-3&-11	6&-6	4&0	-2&-1	-20&1	-16&3
CCCCN=C[C@]12CCC(O)CC1(O)CCC1[C@@H]2CC[C@]2(C)[C@H](C3C=CC(=O)O3)CCC12O (stereo not given in full)	2	97*	78*	-7	63*	80*	42	-12	76*	35	42
CN1CN(c2cccc([N+](=O)[O-])c2)CN=C1N[N+](=O)[O-]	4	1	-9	1	0	16	-4	-1	-11	5	-20
Cc1nc2cc(-c3cccc(F)c3)nn2c(C)c1CCC(=O)N1CCC2(CC1)OCCO2	-3	11	-2	0	13	-2	5	3	-18	-28	50

Continued.
SMILES	EBV LMP1 NFkB	NR5A2 inv ag	NCOA1 inh	NOD2 RIPK2 PPI	COUP-TFII inh	NCOA3 inh	TRAIL sens C8	TLR9-MyD88 inh	TWEAK Fn14 block	TROY signal inh	NCOA2 inhibitor
CC1(C)C(C(=O)NN2C(=O)c3ccccc3C2=O)C1(C)C	2	9	-5	-2	-2	20	-12	-7	0	-7	-14
CN1CCN(c2cccc3c2C(=O)c2ccccc2C3=O)CC1	6	4	34	-1	22	20	-7	-4	55*	64*	24
O=C(Nc1ccc2ccccc2c1)c1nn(C23CC4CC(CC(C4)C2)C3)cc1Br	5	-5	-12	-12	-14	15	9	-9	-14	-5	-44
CN(C)C(=O)O/N=C(\N)COc1ccc(C(C)(C)C)cc1	-14	1	-5	2	-21	10	90*	2	-55	-30	-46
CCCC1COC(Cn2cncn2)(c2ccc(Cl)cc2Cl)O1 (stereo not given)	2	-22	-5	5	9	6	-12	6	-8	5	23
N#Cc1cc2c(nc1SCC(=O)Nc1cc(Cl)ccc1Cl)C1CCN2CC1	-26	-11	-31	-8	-9	1	8	-2	26	-9	-6
O=c1c2ccccc2nc(Cc2ccccc2)n1-c1ccccc1O	5	11	3	-9	8	18	-3	4	-29	2	-6
CSc1ccc(CN2CCN(Cc3ccccc3Cl)CC2)cc1	11	4	-8	4	8	-7	3	8	7	-25	1
Fc1ccccc1CN1Cc2ccccc2-n2nncc2C1	0	17	-12	8	6	-4	9	1	-16	-10	-12
Cc1ccccc1-n1c(-c2ccc([N+](=O)[O-])cc2)nc2ccccc2c1=O	8	-4	1	11	10	16	-1	-5	8	14	-5
O=C(Cc1ccccc1)N1CCN(Cc2ccccn2)CC1	4	3	-12	-11	1	13	-5	4	92*	-32	4
CCOc1ccc(-n2c(-c3cccs3)nc3ccccc3c2=O)cc1	0	-9	9	1	17	12	-2	-6	23	17	6
CC(=O)N1N=C(c2c(O)n(C)c(=O)n(C)c2=O)CC1c1ccccc1 (stereo not given)	9	2	-14	-5	7	23	-7	2	-2	6	-1
Cc1cccc(C(O)(C(=O)NNC(=O)CN2CCN(C)CC2)c2cccc(C)c2)c1	4	-5	-11	1	-9	-14	-1	-2	-16	-3	-5
CSCCC(c1nnnn1Cc1ccccc1)N1CCC2(CC1)C(=O)NCN2c1ccccc1 (stereo not given)	/	21	14	-19	9	0	-10	/	31	14	7
CCOc1ccc(N2C(=O)NC(=O)/C(=C\c3cc(OC)c(OC)cc3[N+](=O)[O-])C2=O)cc1	-2	11	7	4	/	4	-11	3	4	6	/
COC(=O)C(O)(c1cn(C)c2ccccc12)C(F)(F)F (stereo not given)	-4	-7	-2	-1	7	16	-3	-13	6	9	-6
COc1ccc(C(c2nnnn2-c2ccc3c(c2)OCCO3)N2CCC3(CC2)C(=O)NCN3c2ccccc2)cc1 (stereo not given)	/	4	16	-9	10	25	6	/	41	8	-1
Cc1cc(OCC(=O)OC(C)(C)C)c2c3c(c(=O)oc2c1)CCC3	3	5	7	1	13	18	-6	-3	-14	-18	-30

Gathered by group, those above containing two or more sulfur atoms.
SMILES	EBV LMP1 NFkB	NR5A2 inv ag	NCOA1 inh	NOD2 RIPK2 PPI	COUP-TFII inh	NCOA3 inh	TRAIL sens C8	TLR9-MyD88 inh	TWEAK Fn14 block	TROY signal inh	NCOA2 inhibitor
Cc1cc2c(s1)NC(=O)CN=C2c1cccs1	0	1	12	2	5	15	6	2	2	1	19
O=c1[nH]c(=S)[nH]c(O)c1N=Nc1ccc(SC(F)F)cc1	21	-60	-86	-8	-31	-20	18	-1	58*	18	-7
